NR2E3 ag-1 = activates human NR2E3 receptor | Q9Y5X4 | CHO-S Gal4-NCOR/VP16-NR2E3 two-hybrid, luciferase | inhibition of corepressor binding, % at 3.98 µM | 0.35% of 360,000 active | AID 602229;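 active means inhibition above the mean of all tested compounds plus 3 SD, cut at about 70% in these data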;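 further: 0% = DMSO with NR2E3 transfected cells and 100% = cells lacking NR2E3 construct; higher means lower luciferase signal from less NR2E3 corepressor binding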
Target sequence (Q9Y5X4 whole entry, looked up, the tested form may be a part): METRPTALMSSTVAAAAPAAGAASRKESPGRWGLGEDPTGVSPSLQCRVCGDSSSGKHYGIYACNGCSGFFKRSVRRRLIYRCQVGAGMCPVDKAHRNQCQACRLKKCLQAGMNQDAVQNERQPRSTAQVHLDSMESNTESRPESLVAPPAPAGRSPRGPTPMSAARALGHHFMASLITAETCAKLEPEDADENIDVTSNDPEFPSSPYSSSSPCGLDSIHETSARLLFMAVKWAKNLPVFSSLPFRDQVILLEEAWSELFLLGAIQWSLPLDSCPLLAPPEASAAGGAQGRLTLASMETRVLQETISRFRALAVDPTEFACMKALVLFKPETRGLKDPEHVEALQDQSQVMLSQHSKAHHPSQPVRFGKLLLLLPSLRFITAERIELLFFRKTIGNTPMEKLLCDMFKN
C8 TRAIL sens = sensitizes caspase-8 expressing cells to TRAIL; AID 624354; NB7+C8 cells + TRAIL, ATPlite viability luminescence; inhibition (viability loss, TRAIL sensitization), % at 10 µM; 1% of 360,000 active;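 active means compounds causing at least 50% loss of cell viability in the single-dose screen, relative to plate controls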
KKLEB tox = CF airway cell cytotoxicity counter-screen; activity change (cytotoxicity), % at 5 µM; AID 602141; 0.36% of 360,000 active; KKLEB CF airway cells viability, ATPlite luminescence, overnight; hits give low values; cells stimulated with P. aeruginosa culture filtrate;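 active means corrected activity change at or below -50% at 5 µM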
TROY signal inh = TROY signaling inhibition. Q293 LMP1-TROYcd NF-kB luciferase reporter, 4 h. inhibition, % at 10 µM. 0.98% of 360,000 active;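 active means compounds whose plate-normalised and pattern-corrected inhibition of the luciferase reporter signal at the single screening dose is 50% or more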
MITF TRPM1 inh = inhibitors of MITF-driven TRPM1 promoter in melanoma cells | 0.83% of 330,000 active | SK-MEL-5 TRPM1 promoter luciferase, 24 h | inhibition, % at 12.5 µM;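 active means mean inhibition across replicates of 60% or more, whatever share of single replicates reaches that level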; further: values of inactives mirror those of a sister screen read the other way
HIF-2a inh = blocks HIF-2a reporter activity | 786-0 RCC cells HIF-2a reporter, luciferase luminescence, overnight | AID 624352 | 0.72% of 360,000 active | inhibition, % at 18.8 µM;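 active means inhibition of the luminescence signal of 40% or more relative to plate controls, in a single-dose primary screen at 18.75 µM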
NR2E3 ag-2 = NR2E3 (human) agonism; GST-NR2E3/biotin-RetCOR TR-FRET, 1536-well; inhibition of corepressor binding, % at 4.78 µM; 0.12% of 320,000 active; AID 2300;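 active means percent inhibition above the cutoff of mean plus 3 SD of all tested compounds, set per screening campaign, cut at about 20% in these data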;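 further: 0% = DMSO wells and 100% = biotin wells as full block of FRET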
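Material – GST-tagged NR2E3 plus biotinylated RetCOR corepressor · Quantity – NR2E3 fusion 1.35 nM · Times – 5 h incubation at 4 °C · Medium – pH 7.5 Tris-based buffer · Technique – TR-FRET, Eu(K)-anti-GST donor, streptavidin-D2 acceptor, ex 340, em 617/671 nm · Benchmarks – high control biotin, low control 0.6% DMSO · Format – 1536-well plates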
Peg3 promoter = inhibitors of Peg3 promoter; HeLa PEG-Prom luciferase reporter, luminescence, overnight; inhibition, % at 20 µM; 1.7% of 360,000 active;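 active means inhibition of at least 50% at 20 µM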
CF NFkB inh = inhibitors of cystic fibrosis induced NF-kB. KKLEB NF-kB-GFP reporter, PAF-induced, GFP fluorescence overnight. inhibition, % at 5 µM. 0.86% of 360,000 active. AID 588850;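 active means at least 50% inhibition at 5 µM, scaled per plate between neutral and stimulator controls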;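 further: PAF is a Pseudomonas aeruginosa culture filtrate used as stimulus; plate controls were PAF-stimulated DMSO wells for no effect and unstimulated DMSO wells for full effect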
Shn3 3UTR inh = reduces Shn3 3'UTR luciferase signal in osteoblasts. inhibition, % at 12.5 µM. AID 588674. 0.52% of 360,000 active. Clone20 osteoblast Shn3 3'UTR firefly luciferase, 24 h;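 active means mean inhibition of at least 75% with every replicate also reaching 75%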;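 further: 0% = median of neutral control wells and 100% = pilot-screen positive control compound; some compounds past the cut are filed as inactive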
TWEAK-Fn14 inh = TWEAK-Fn14 signaling inhibition | TWEAK-stimulated Fn14 reporter cells, luciferase luminescence, 8 h | inhibition, % at 10 µM | 2% of 360,000 active | AID 1159606; in the data active means inhibition above about 50%
Starred values were filed as active, the others as inactive; · = no result given. An excerpt; rates above refer to the full screens.

Sequence of screens – TWEAK-Fn14 inh	HIF-2a inh	TROY signal inh	CF NFkB inh	MITF TRPM1 inh	KKLEB tox	Shn3 3UTR inh	Peg3 promoter	NR2E3 ag-2	NR2E3 ag-1	C8 TRAIL sens
(1) COc1ccccc1CCn1cnc(-c2ccc(Br)cc2)c1C(C)C
    23	-16	19	·	·	·	·	·	·	-11	15
(2) O=C(CN1C(=O)NC2(CCCCC2)C1=O)Nc1ccc2c(c1)CCC2
    -6	3	2	0	-8	-14	4	3	-1	3	-2
(3) CCOC(=O)c1c(C)[nH]c(C)c1C(=O)COC(=O)c1cccnc1Cl
    -2	13	-6	-17	2	10	4	-9	·	25	-8
(4) Cc1ccc(C)c(N2CC(C(=O)Nc3nccs3)CC2=O)c1 (stereo not drawn)
    -15	6	0	9	9	-7	-18	6	5	-5	1
(5) NC(=O)c1cc(-c2csc(-c3cccnc3)n2)ccc1O
    6	-131	-34	-53	-41	18	-22	-149	1	-62	-7
(6) O=[N+]([O-])c1ccc(NN=Cc2ccc3c(c2)OCO3)nc1
    9	-320	-10	-9	-78	20	-70	-303	·	-139	14
(7) O=C(COC(=O)c1cccc(C(=O)OCC(=O)c2ccc(Br)cc2)n1)c1ccc(Br)cc1
    -16	10	-11	11	2	-12	-5	-5	3	-2	8
(8) CN(C)c1ccc(NS(=O)(=O)c2cccc(Cl)c2)cc1
    14	2	-10	-1	0	-1	26	26	6	39	22
(9) Cc1ccsc1/C=N/N=C1\C(=O)Nc2ccccc21
    0	-197	-8	-1	-29	0	-106	-244	0	-40	-8
(10) Cc1ccn2c(Nc3ccccc3C)c(-c3ccncc3)nc2c1
    -36	-27	38	-10	-7	2	-26	4	2	-39	-24
(11) COc1cc2c(cc1OC)C(c1ccccc1)NC(C)(C)C2 (stereo not drawn)
    12	12	12	-5	-2	-3	-8	0	3	-11	-20
(12) O=C(c1sc2ccccc2c1Cl)N1CCN(c2ccccn2)CC1
    -9	-7	-5	-39	0	-6	-6	-3	1	18	-15
(13) CC(Oc1ccc2c3c(c(=O)oc2c1)CCC3)C(=O)NCCN1CCOCC1 (stereo not drawn)
    22	7	7	6	6	-3	-8	3	-2	7	-4
(14) COc1ccc(NS(=O)(=O)c2cccc(C(=O)N/N=C(\C)c3cccnc3)c2)cc1
    -1	12	2	42	4	-18	-6	2	·	-10	-21
(15) Cc1ccc(NC(=O)COC(=O)c2ccc(NC(=O)CC#N)cc2)cc1S(=O)(=O)N1CCOCC1
    5	6	-10	-17	3	13	-4	4	·	-21	-6
(16) Cc1cc2c(cc1C)NC(c1ccccn1)C1=C(CC(C)(C)CC1=O)N2 (stereo not drawn)
    -3	-27	-49	9	-3	0	-17	11	0	-14	-11
(17) O=C(Nc1ccc(Cc2ccncc2)cc1)C1CCC(N2C(=O)C3C4C=CC(C4)C3C2=O)CC1 (stereo not drawn)
    -13	17	30	4	32	1	54	28	3	38	12
(18) COc1ccc(COc2ccccc2C(=O)NCc2ccccc2)cc1F
    69*	6	47	16	33	-14	84	19	3	37	24
(19) COc1ccccc1-c1c(C#N)c(N)nc2c1CCc1ccccc1-2
    73*	-18	54*	20	48	3	1	28	0	-24	-11
(20) COC(=O)c1cnn(-c2ccccc2)c1N
    -3	-7	-1	14	-3	3	-3	-2	1	10	2
(21) Nc1cccc(-c2nc3ccccc3s2)c1
    34	-67	22	-17	-3	-2	-28	-135	0	-121	51*
(22) Cc1ccc(OCC(=O)NCC2CCCO2)c(C)c1 (stereo not drawn)
    12	-102	-23	15	-35	-12	-18	-70	-1	-13	4
(23) Cc1ccc(Cn2ncc3c(NCCN(C)C)ncnc32)cc1
    30	11	13	-10	-2	10	-3	-2	-2	1	-28
(24) Cc1nc(NC(=S)NC(=O)c2ccccc2)sc1C(=O)N(C)C
    11	-160	-3	1	-25	10	-47	-172	-2	-30	18
(25) COC(=O)c1ccc(NC(=S)N2CCN(CCO)CC2)cc1
    6	14	13	11	10	2	-8	0	8	-13	-18
(26) CC(C)n1ncc2c(C(=O)Nc3ccc(S(N)(=O)=O)cc3)cc(C3CC3)nc21
    -16	13	-2	-18	11	15	0	-2	2	-38	3
(27) Cc1ccc(CCNC(=O)C2CCN(S(=O)(=O)c3ccc4c(c3)CCC(=O)N4)CC2)cc1
    -20	-14	-15	6	-2	5	-2	-33	1	-12	4
(28) COc1ccccc1CCNC(=O)C1CCN(c2nnc(C)c3c(C)n(-c4ccc(C)cc4)nc23)CC1
    -21	40*	-3	-20	77*	-35	32	89*	0	46	7
(29) CC1(C(=O)NS(=O)(=O)c2ccc(C#N)cc2)CCN1C(=O)Cc1cc(F)ccc1F (stereo not drawn)
    9	18	0	8	·	1	-12	6	·	-30	-14
(30) CN1C(=S)SC(/[N+]([O-])=C\c2ccco2)C1(C)C (stereo not drawn)
    2	8	13	3	5	0	-3	-6	2	-4	0
(31) O=C(N/N=C/c1ccc(OC2CSC2)cc1)c1ccc(CN2CCOCC2)cc1
    -3	12	16	23	-10	-8	-21	0	2	0	5
(32) COc1ccc(C2/C=C\CNCC(=O)N2Cc2ccc(F)cc2)cc1 (stereo not drawn)
    3	4	2	-26	-2	4	15	0	-3	8	8
(33) CCC1(CC)C(=O)C2=C3C1[C@H](C(=O)OC)C=C(C(=O)OC)C[C@H]3n1c(=O)n(-c3ccccc3)c(=O)n1[C@H]2C (stereo partly drawn)
    -16	2	-33	9	12	-6	-13	12	1	-4	12
(34) CCc1cccc(Nc2cc(C)nc3nc(C)nn23)c1
    8	3	8	4	4	-16	7	2	1	15	-21
(35) c1ccc(Cn2ncc3ccccc32)cc1
    -7	17	-13	9	-27	-1	-16	2	6	-8	-10
(36) C/C(=N/NS(=O)(=O)c1cccc([N+](=O)[O-])c1)c1c[nH]c2ccccc12
    9	15	-1	8	-1	-10	-7	13	-1	-29	-9
(37) O=S(=O)(c1ccccc1)[C@@]1(c2ccc(Br)cc2)C[C@@H]2ON=C(c3ccccc3)[C@@H]2C1
    -6	5	-20	-5	-24	-3	6	10	-1	8	18
(38) CC(=O)N(Cc1ccc(F)cc1)c1cccc(C)c1C
    0	17	15	19	0	-8	9	10	0	10	-7
(39) O=C(Nc1ccccc1N1CCCCC1)c1ncoc1-c1cccc(F)c1
    -13	16	-2	-12	5	11	2	-5	-2	-19	11
(40) COc1cc(C(=O)OCc2cc3ccccc3[nH]c2=O)cc(OC)c1OC
    -10	11	17	24	7	-4	14	38	-1	-6	8
(41) O=C(CNC(=O)c1nc[nH]c1C(=O)NCc1ccccc1)OCc1ccccc1
    1	0	16	-5	-14	7	13	31	6	-10	-8
(42) CN1C(=O)c2ccccc2C(C(=O)NCC2CCCO2)C1c1c[nH]c2ccccc12 (stereo not drawn)
    -5	17	-21	-26	10	14	-10	12	1	0	5
(43) CCC(=O)NNc1nc2c(Cl)cccc2s1
    8	13	12	6	13	-4	8	10	2	-20	2
(44) Cc1noc(NC(=O)c2c(-c3c(Cl)cccc3Cl)noc2C)c1[N+](=O)[O-]
    12	13	10	17	·	6	·	30	3	-16	-2
(45) CCCCc1nnc(NC(=O)C2CC(=O)N(Cc3ccccc3)C2)s1 (stereo not drawn)
    -13	1	-3	0	8	-5	18	3	3	-11	-8
(46) CCCN(CCC)C(=O)CSc1nc2ccccc2c(=O)n1CC1COc2ccccc2O1 (stereo not drawn)
    1	14	-9	-14	7	-11	2	51*	0	2	12
(47) CCOC(=O)c1cc(-c2nnc(-c3cc(OC)c(OC)c(OC)c3)o2)c(C)nc1C
    8	8	6	9	11	-2	-3	27	0	2	29
(48) COc1ccccc1Nc1ccc(C(=O)O)cc1[N+](=O)[O-]
    4	13	-14	-37	3	15	-21	-6	5	0	-14
(49) Cc1ccc2[nH]c(=O)c(CNS(=O)(=O)c3ccccc3)c(-c3ccccc3)c2c1
    33	20	3	-2	5	7	-28	28	0	-29	-5
(50) CCOC(=O)C1(Cc2cccc(F)c2)CCN(CC2CC2)CC1
    -6	1	-12	-1	6	-6	4	8	4	5	3
(51) CCN(CC)c1ccc(S(=O)(=O)N2CCOCC2)cc1NC(=O)CN1CCc2ccccc2C1
    13	11	22	2	8	8	25	27	6	11	-6
(52) COc1ccccc1N1CCN(C(=O)c2c(-c3ccccc3Cl)noc2C)CC1
    29	15	-2	22	5	-16	-10	36	1	18	9
(53) Cc1cc(C)c2cc(CN(CCO)C(=O)NC3CCCCC3)c(=O)[nH]c2c1
    -11	10	7	20	13	-20	10	11	0	-16	0
(54) C=C(C)C(=O)NNc1ccccc1
    -12	16	7	4	-7	3	12	2	-1	-22	-5
(55) CCCOc1ccc(N2C(=O)CC(N(CCc3ccc(OC)cc3)C(=O)c3ccccc3)C2=O)cc1 (stereo not drawn)
    15	13	-4	-20	2	6	2	22	2	9	-3

From PubChem
